Giardia killer – Small Molecules that selectively kill Giardia lamblia: qHTS; AID 540267, 2011; actives 0.15% (n = 340,000); Giardia lamblia trophozoite viability; activity change, % at 7.66 µM, hits read low; in the data active means activity change below about -80%; inconclusive means between about -30% and that limit;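 further: parasites exposed to compound for two days anaerobically before the ATP read; on the % scale 0 is the no-effect control and ±100 the full control effect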
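Each well holds 100 Giardia trophozoites and compound. After two days (48 hrs) at 37 deg C in anaerobic conditions, ATP is quantified by luminescence.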
CXXC DNA block – qHTS Fluorescence Polarization Assay for Inhibitors of MLL CXXC domain - DNA interaction; Histone-lysine N-methyltransferase 2A (Homo sapiens), Q03164; MLL-CXXC / FITC-HOXA9 DNA fluorescence polarization; Potency, µM (series often up to 115 µM), for inactives: top-dose activity change, negative = inhibition, usual class: inhibitors; actives 0.037% (n = 290,000); active means well fitted inhibition curve with a large enough effect in the polarisation, with a control signal flat, not every such curve was filed as active; inconclusive means small, poorly fitted or top-dose-only effect, or effect the other way, or a change in a side signal; inactive means no such curve, though single readings can be large or run the other way; the % refers to the polarisation; further: potency means the concentration at half of the fitted maximal effect
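Fluorescence polarization: 7 uM MLL-CXXC (stock) preincubated 5 min with compounds, then 50 nM fluorescein-HOX-A9 DNA (stock) added; 30 min ambient. Buffer 50 mM Tris-HCl pH 7.5, 50 mM NaCl, 1 mM DTT, 0.05% BSA.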
PKM2 activator – qHTS Assay for Activators of Human Muscle isoform 2 Pyruvate Kinase; Pyruvate kinase PKM (Homo sapiens), P14618; actives 0.34% (n = 260,000); purified PKM2, Kinase-Glo ATP luminescence, activation; response scale: 0% is enzyme alone, no compound; Potency, µM (highest dose often 57.5 µM), for inactives: at the top dose activation, hits mostly activators; further: potency means the concentration at half of the fitted maximal effect; on the % scale 0 is the no-effect control and ±100 the full control effect; nearly all actives have a fitted effect of over 55% in size
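Kinase-Glo luminescence reports ATP generated from ADP (0.1 mM) and PEP (0.5 mM) by purified hPK-M2 after 1 h at room temperature, pH 7.2 imidazole buffer; intermediate enzyme activity allows detecting inhibitors and activators.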
GALK inh – qHTS Assay for Inhibitors of Human Galactokinase (GALK). P51570. actives 0.007% (n = 270,000). Purified GALK, Kinase-Glo residual ATP luminescence. Potency, µM (series often up to 57.5 µM), without a hit: at the top dose activity change, negative = inhibition, hits mostly inhibitors. AID 1868, 2009; further: potency means the concentration at half of the fitted maximal effect; on the % scale 0 is the no-effect control and ±100 the full control effect
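Quantitative HTS: GALK 5 nM, ATP 35 uM, galactose 100 uM, 1 h room temperature, then luciferase-based ATP detection.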
KCNH2 3.1 block – qHTS for Inhibitors of KCHN2 3.1: Mutant qHTS. actives 0.95% (n = 340,000). AID 720553, 2013. Potassium voltage-gated channel subfamily H member 2, brain isoform KCNH2 3.1 (human). U2OS KCNH2 3.1, thallium flux FluxOr; active compounds read low. activity change, % (tested at about 1.8 µM);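 active means maximum activity change below -70%; inconclusive means maximum activity change from -70% to -50%; inactive means maximum activity change above -50%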;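 further: thallium influx rate constant from kinetic fluorescence after stimulation buffer; on the % scale 0 is the no-effect control and ±100 the full control effect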
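FluxOr-based Tl+ influx in U2OS cells transduced with KCNH2 3.1 virus; rate constants normalized to DMSO controls.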
USP2a inh – qHTS Assay for Inhibitors of Ubiquitin-specific Protease USP2a Using CHOP2 as the Reporter; USP2 core, Ub-CHOP2 coupled fluorogenic reporter, 485/531; Potency, µM (highest dose often 38.3 µM), for the others: at the highest dose activity change, negative = inhibition, most hits filed as inhibitors; actives 0.01% (n = 330,000);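 further: potency means the concentration at half of the fitted maximal effect; plate controls were DMSO wells for no effect and full inhibition by NEM control for full effect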
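Deubiquitinase activity read as fluorescence (485/531 nm) after Ub-CHOP2 cleavage activates the enterokinase reporter on its substrate; USP2 core 10nM, Ub-CHOP2 and substrate 25nM each, 30min compound preincubation then 60min RT; data normalized to NEM, curves fitted.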
B2AR arrestin – qHTS assay of beta-arrestin-biased ligands of beta2-adrenergic receptor; actives 0.02% (n = 330,000); Potency, µM (series often up to 46.1 µM), inactives show top-dose activation, usual class: activators; beta-arrestin recruitment to beta2AR, cell-based reporter; Beta-2 adrenergic receptor (Homo sapiens), P07550; AID 492947, 2010;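 further: potency means the concentration at half of the fitted maximal effect; 0% = DMSO controls and full agonism = EC100 isoproterenol or metaproterenol; nearly all actives have a fitted effect of over 65% in size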
TRPV1 agonist – HTS Assay for Compounds that Act as Agonists of the Vanilloid Receptor 1. TRPV1-expressing cells, Fluo-8 calcium influx, agonist mode. activation, % at 8.33 µM. actives 0.19% (n = 320,000); in the data active means activation above about 80%; inconclusive means between about 30% and that limit; further: 0% is about no effect
Target sequence (Q8NER1 whole entry, looked up): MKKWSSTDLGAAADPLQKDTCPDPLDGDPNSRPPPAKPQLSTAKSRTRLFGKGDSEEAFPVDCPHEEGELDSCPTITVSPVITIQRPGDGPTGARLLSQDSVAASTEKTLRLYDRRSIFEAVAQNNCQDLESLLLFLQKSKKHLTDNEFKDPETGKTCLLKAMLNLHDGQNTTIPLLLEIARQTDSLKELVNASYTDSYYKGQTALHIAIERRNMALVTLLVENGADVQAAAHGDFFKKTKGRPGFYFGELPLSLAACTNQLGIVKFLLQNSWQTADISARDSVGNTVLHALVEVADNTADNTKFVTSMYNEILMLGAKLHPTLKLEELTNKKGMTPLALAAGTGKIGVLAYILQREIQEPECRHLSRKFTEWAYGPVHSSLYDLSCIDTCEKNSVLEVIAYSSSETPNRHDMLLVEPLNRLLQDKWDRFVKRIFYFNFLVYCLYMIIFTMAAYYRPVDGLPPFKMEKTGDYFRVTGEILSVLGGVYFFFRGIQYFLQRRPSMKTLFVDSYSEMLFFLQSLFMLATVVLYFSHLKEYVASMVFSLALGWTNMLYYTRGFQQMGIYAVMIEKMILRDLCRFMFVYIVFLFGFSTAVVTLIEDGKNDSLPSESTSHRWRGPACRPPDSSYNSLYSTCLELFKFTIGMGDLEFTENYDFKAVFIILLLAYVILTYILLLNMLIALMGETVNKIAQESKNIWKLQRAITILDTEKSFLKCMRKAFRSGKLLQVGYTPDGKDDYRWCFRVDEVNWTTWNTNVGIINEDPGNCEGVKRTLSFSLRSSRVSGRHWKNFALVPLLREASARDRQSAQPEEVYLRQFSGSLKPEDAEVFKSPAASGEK
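TRPV1-expressing cells were cultured overnight at 35.5C and loaded with Fluo-8 calcium dye for 40 to 90 min at room temperature. After a 10 s baseline, compound was added and calcium influx was read kinetically for 3 min (ex 480/em 520 nm).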
FBPA coupling cs – qHTS Assay for Inhibitors of Fructose-1,6-bisphosphate Aldolase from Giardia Lamblia: Coupling assay counterscreen. coupling enzyme system counterscreen, AmpLite Red fluorescence. activity change, negative = inhibition, % at 58.2 µM, hits read low. actives 0.67% (n = 290,000); in the data active means activity change below about -30%; further: on the % scale 0 is the no-effect control and ±100 the full control effect
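Counterscreen of the coupled detection system alone, without aldolase: glyceraldehyde-3-phosphate coupling enzymes plus AmpLite Red readout. Compounds at 57.5 uM final, 10 min RT preincubation, 20 min RT reaction, fluorescence 525/598 nm.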
KCNH2 WT inh – qHTS for Inhibitors of KCHN2 3.1: Wildtype qHTS. Voltage-gated inwardly rectifying potassium channel KCNH2 (Homo sapiens), Q12809. U2OS, BacMam KCNH2, thallium flux FluxOr; active compounds read low. activity change, % at 1.84 µM. actives 0.37% (n = 340,000);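 active means maximum activity change below -70%; inconclusive means maximum activity change between -70% and -50%; inactive means maximum activity change above -50%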; further: on the % scale 0 is the no-effect control and ±100 the full control effect
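U2OS cells transduced with wild-type KCNH2 virus are loaded with FluxOr dye for 45 min, and thallium flux is measured in kinetic reads before and after stimulation buffer. Rate constants are normalized to DMSO controls.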
Menin-MLL TR inh – qHTS Assay for Inhibitors Targeting the Menin-MLL Interaction in MLL Related Leukemias: Competition With Texas Red Labeled MLL-derived Mutant Peptide | Potency, µM (doses to about 61.6 µM), for inactives: at the highest dose FP activity change, negative = inhibition, actives largely listed as inhibitors | Menin + Texas Red MLL mutant peptide, fluorescence polarization | actives 0.23% (n = 270,000); active means well fitted inhibition curve with a large enough effect in the polarisation, with a control signal flat, not every such curve was filed as active; inconclusive means small, poorly fitted or top-dose-only effect, or effect the other way, or a change in a side signal; inactive means no such curve, though single readings can be large or run the other way; the % refers to the polarisation; further: potency means the concentration at half of the fitted maximal effect; % of control where 0% means no effect; many of its hits are not listed in these tables
Starred values were filed as active, the others as inactive; ? = inconclusive; nt = no result given; & = joins results of further samples; [ ] = dose if it differs, or a comment. Unless noted, the call rests on the fitted dose curve; in most records, active means well fitted curve in the direction sought with a large enough effect; inconclusive means small, poorly fitted or top-dose-only effect, or another doubt; inactive means no such curve, though single readings can be large; an effect the other way counts as inactive or inconclusive. Some of the compounds tested; count on the stated rates, not on these rows.

SMILES	Giardia killer	CXXC DNA block	PKM2 activator	GALK inh	KCNH2 3.1 block	USP2a inh	B2AR arrestin	TRPV1 agonist	FBPA coupling cs	KCNH2 WT inh	Menin-MLL TR inh
O=C(Cn1cccc1C(=O)c1ccccc1)NCCN1CCOCC1	-9	0%	-7%	1%	-6	-3%	-2.3%	3	6	-9	-4%
CCCCNC(=S)N(CCCN(C)C)Cc1cc2cc3c(cc2[nH]c1=O)OCO3	-28	-6%	7%[11.5 µM]	7%	-17	0%	-0.2%	-3	-1	6	-9%
CC1Cc2cc(/C(O)=C3/C(=O)C(=O)N(CCCn4ccnc4)C3c3ccc(Br)cc3)ccc2O1 (stereo not given)	-28	-6%	nt	0%	-1	3%	-0.2%	1	6	-3	-13%
COC(=O)C1=C(O)/C(=C\c2ccc(O)c(OC)c2)N=C1C	-9	32%[activator]	2%	-3%	3	3%	-0.2%	0	-11	0	6%
CC(=O)c1c(C)nc2ccccc2c1N	13	-2%	-3%	2%	11	0%	0.0%	1	2	-5	-8%
CN(C)C(=O)COC(=O)c1cccc(CN2C(=O)c3ccccc3C2=O)c1	-10	-1%	-27%	-1%	3	0%	0.3%	1	1	1	-4%
Cc1ccc(C)c(NC(=O)CSc2nc(=O)n(CCN3CCOCC3)c3c2CCCC3)c1	17	nt	nt	nt	27	1%	0.1%	2	nt	0	nt
O=C(Nc1nc2ccccc2s1)c1cc2c(s1)-c1ccccc1OC2	-12	-8%	6%	1%	10	-2%	0.5%	-2	3	10	?
COc1ccc(NC(=O)/C(C#N)=C\c2cc(OC)c(OCc3ccc(C(=O)O)cc3)cc2Br)cc1	0	80%[activator]	6%	-5%	-9	3%	0.2%	2	3	-1	?
Cc1ccc(/C=C/C(=O)OCC(=O)NCc2ccc(Cl)cc2)o1	12	nt	nt	nt	-5	0%	-2.7%	21	nt	-8	nt
CCn1c(SCC(=O)Nc2nc3c(s2)CCCC3)nnc1-c1ccccc1	-15	-5%	-4%	0%	5	-10%	-0.7%	3	-2	-8	0%
Cc1ccc(/C(O)=C2\C(=O)C(=O)N(CCc3c[nH]c4ccccc34)C2c2cccnc2)cc1 (stereo not given)	?	-7%	nt	0%	16	0%	0.1%	-2	8	3	1%
O=C(Cn1cnc([N+](=O)[O-])n1)NC1CC1	-6	3%	3%	0%	-37	-1%	-1.0%	0	-4	-12	6%
Cc1[nH]c2ccc(C(C)C)cc2c1CC(=O)O	-2	4%	1%	3%	7	2%	-0.7%	6	1	3	nt
Cc1ccc2nnc(Cl)n2n1	-17	-13%	9%	-4%	5	1%	0.0%	0	2	-9	?
CCC1Sc2ccc(S(=O)(=O)Nc3ccc(OC)c(OC)c3)cc2NC1=O (stereo not given)	9	3%	nt	3%	18	-1%	-0.1%	4	0	-12	12%
CCN(C(=O)COC(=O)CCC(=O)c1cccs1)c1c(N)n(Cc2ccccc2)c(=O)[nH]c1=O	-3	nt	nt	nt	12	2%	0.1%	-6	nt	-3	nt
CC(=O)Oc1ccc(N(C(C)=O)S(=O)(=O)c2cc([N+](=O)[O-])ccc2C)cc1	-18	0%	0%	0%	7	0%	-0.5%	2	-1	-2	-6%
CCOC(=O)Cc1csc(NC(=S)NC(=O)CC(C)C)n1	-26	7%	1%	0%	nt	0%	-1.0%	3	3	-5	-6%
C/C(=N\NC(=S)NC1CCCCC1)c1c(F)cccc1F	4	0%	1%	9%	-7	-4%	9.1%	?	-9	5	-9%

6 of the entries above in order of the Menin-MLL TR inh value, high to low:
SMILES	CXXC DNA block	PKM2 activator	GALK inh	B2AR arrestin	TRPV1 agonist	Menin-MLL TR inh
CCC1Sc2ccc(S(=O)(=O)Nc3ccc(OC)c(OC)c3)cc2NC1=O (stereo not given)	3%	nt	3%	-0.1%	4	12%
O=C(Cn1cnc([N+](=O)[O-])n1)NC1CC1	3%	3%	0%	-1.0%	0	6%
Cc1ccc(/C(O)=C2\C(=O)C(=O)N(CCc3c[nH]c4ccccc34)C2c2cccnc2)cc1 (stereo not given)	-7%	nt	0%	0.1%	-2	1%
CCn1c(SCC(=O)Nc2nc3c(s2)CCCC3)nnc1-c1ccccc1	-5%	-4%	0%	-0.7%	3	0%
CCOC(=O)Cc1csc(NC(=S)NC(=O)CC(C)C)n1	7%	1%	0%	-1.0%	3	-6%
C/C(=N\NC(=S)NC1CCCCC1)c1c(F)cccc1F	0%	1%	9%	9.1%	?	-9%

The listing picks up with the 2 entries that preceded the break.
SMILES	Giardia killer	CXXC DNA block	PKM2 activator	GALK inh	KCNH2 3.1 block	USP2a inh	B2AR arrestin	TRPV1 agonist	FBPA coupling cs	KCNH2 WT inh	Menin-MLL TR inh
CCOC(=O)Cc1csc(NC(=S)NC(=O)CC(C)C)n1	-26	7%	1%	0%	nt	0%	-1.0%	3	3	-5	-6%
C/C(=N\NC(=S)NC1CCCCC1)c1c(F)cccc1F	4	0%	1%	9%	-7	-4%	9.1%	?	-9	5	-9%
Cc1ccccc1Oc1ncccc1C(=O)/C(C#N)=C/N(C)C	8	2%	1%	0%	4	1%	-0.1%	8	10	32	-17%
CCOc1ccc(OCCOC(=O)CNC(=O)c2ccc(Cl)cc2Cl)cc1	0	nt	nt	nt	19	0%	-0.3%	0	nt	6	nt
COc1ccc(NC(=S)NCc2ccco2)c(OC)c1	-2	13%	-2%	1%	-3	1%	0.0%	-3	0	-4	24%
O=C(CCc1nc(-c2ccccc2F)no1)NC1CCCCCC1	12	-6%	-8%	4%	-7	?	-0.5%	26	-1	-1	-9%
CCCCN1C(=O)c2ccc(C(=O)Nc3c(N)n(CCCC)c(=O)n(C)c3=O)cc2C1=O	-7	-4%	3%	1%	4	6%	-3.6%	-2	-1	16	-1%
CC(C)Cn1c(SCC(=O)Nc2ncccn2)nc2ccccc21	-2	-6%	2%	-1%	22	3%	-0.1%	4	-1	-2	-4%
CNS(=O)(=O)c1ccc(N=Cc2c(C)[nH]n(-c3ccc(C)cc3C)c2=O)cc1	22	-8%	3%	1%	2	2%	0.2%	-1	4	-1	-9%
N#CC1C(C#N)N2CCCN2C1c1ccc(Cl)cc1 (stereo not given)	9	11%	-2%	2%	4	-1%	-0.5%	-2	3	-6	-9%
CCCn1c(SCc2cc(=O)oc3ccc4ccccc4c23)n[nH]c1=O	-5	8%	0%	6%	-19	3%	-0.6%	?	-1	-47	5%
O=C(NC1CCCc2ccccc21)c1cccc(S(=O)(=O)N2CCN(c3ccccc3)CC2)c1 (stereo not given)	-14	3%	6%	-1%	-7	0%	-0.1%	-2	0	-4	-9%
O=C(COc1ncnc2ccccc12)Nc1ccccc1[N+](=O)[O-]	-8	-12%	4%	1%	0	10%	-0.2%	0	0	-7	15%
COc1cccc(C(C(=O)NC2CCCC2)N(C(=O)c2ccco2)c2ccc(NC(C)=O)cc2)c1OC (stereo not given)	3	17%	nt	1%	14	3%	6.6%	0	3	-4	-9%
CC1CCC2CCCCC2N1C(=O)c1cc([N+](=O)[O-])cc([N+](=O)[O-])c1 (stereo not given)	-16	16%	-3%	6%	0	1%	-1.0%	1	-6	-3	?
COc1ccc(S(=O)(=O)Nc2ccccc2C)cc1C(=O)N1CCOCC1	26	-4%	8%	1%	6	-2%	0.4%	-4	1	3	-17%
COc1ccc(C2CC(=O)Oc3c(C(CCN4CCN(c5ccccc5)CC4)c4ccc(N(C)C)cc4)c(OC)cc(OC)c32)cc1 (stereo not given)	-25&26	0%	-2%	4%	-2	2%	-0.5%	-3	2&-1	-4	-19%
O=C(CCCN1C(=O)c2ccccc2C1=O)N1CCc2ccccc2C1	-12	7%	2%	0%	-3	4%	0.0%	4	-1	-5	-3%
